MITF inh: blocks human microphthalmia-associated transcription factor; O75030; AlphaScreen MITF homodimerization, bead proximity signal; inhibition, % at 2.6 µM; 650,000 tested, 0.91% active; AID 1259374; in the data active means inhibition above about 50%;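 further: 0% = vehicle wells with protein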
TEAD-YAP block: TEAD-YAP interaction inhibition; HEK-TIYL cells, TEAD-Gal4/YAP UAS-luciferase luminescence; inhibition, % at 9.12 µM; 640,000 tested, 1.4% active; AID 1259422; in the data active means inhibition above about 32%;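 further: 0% = median of test compound wells and 100% = reference inhibitor wells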
FBW7 activator: human FBW7 E3 ligase activation, primary screen; 650,000 tested, 0.13% active; AlphaScreen FBW7–phospho-cyclin E peptide binding, activator screen; normalized activity (activation), % at 26.1 µM; in the data active means normalized activity above about 1.9%;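 further: purified mutant Fbw7 with reduced substrate affinity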
Target sequence (Q969H0 whole entry, looked up): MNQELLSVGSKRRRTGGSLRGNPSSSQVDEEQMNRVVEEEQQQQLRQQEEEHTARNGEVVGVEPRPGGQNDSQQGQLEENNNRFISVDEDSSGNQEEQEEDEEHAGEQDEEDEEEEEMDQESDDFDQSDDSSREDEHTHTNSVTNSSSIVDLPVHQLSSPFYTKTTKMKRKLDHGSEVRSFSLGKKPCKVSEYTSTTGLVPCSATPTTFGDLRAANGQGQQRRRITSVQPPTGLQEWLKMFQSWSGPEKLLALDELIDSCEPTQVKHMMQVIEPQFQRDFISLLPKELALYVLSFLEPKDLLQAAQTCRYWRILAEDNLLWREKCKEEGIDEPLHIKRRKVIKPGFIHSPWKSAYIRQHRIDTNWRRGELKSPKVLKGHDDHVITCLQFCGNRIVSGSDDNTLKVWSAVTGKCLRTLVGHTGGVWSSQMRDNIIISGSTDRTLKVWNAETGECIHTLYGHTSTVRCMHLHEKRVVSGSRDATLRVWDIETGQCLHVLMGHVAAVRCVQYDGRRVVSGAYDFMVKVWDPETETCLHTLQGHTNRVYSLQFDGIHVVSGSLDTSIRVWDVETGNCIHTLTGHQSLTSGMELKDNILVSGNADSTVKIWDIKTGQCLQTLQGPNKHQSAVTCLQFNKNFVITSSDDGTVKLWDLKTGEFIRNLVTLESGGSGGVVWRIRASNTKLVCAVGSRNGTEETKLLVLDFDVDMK
GPR151 ag: human GPR151 activation; AID 1508602; activation, % at 11.2 µM; 650,000 tested, 1% active; PathHunter beta-arrestin GPR151 cells, luminescence; in the data active means activation above about 4.9%;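 further: 0% = median of compound wells and 100% = cells with positive control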
Target sequence (Q8TDV0 whole entry, looked up): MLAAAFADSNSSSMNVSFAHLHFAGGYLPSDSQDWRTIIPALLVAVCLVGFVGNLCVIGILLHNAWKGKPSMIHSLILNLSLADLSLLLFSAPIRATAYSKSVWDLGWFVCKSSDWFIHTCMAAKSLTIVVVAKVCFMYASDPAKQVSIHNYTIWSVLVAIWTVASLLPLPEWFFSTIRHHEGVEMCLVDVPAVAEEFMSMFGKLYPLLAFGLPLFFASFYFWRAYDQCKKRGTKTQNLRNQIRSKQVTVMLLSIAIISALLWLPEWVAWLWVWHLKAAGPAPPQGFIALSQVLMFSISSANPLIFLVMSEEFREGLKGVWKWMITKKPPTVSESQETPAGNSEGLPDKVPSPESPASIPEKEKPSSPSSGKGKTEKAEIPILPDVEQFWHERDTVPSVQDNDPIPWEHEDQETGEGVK
* marks the source's active call; other numbers are inactive results.

Screens in order – MITF inh, TEAD-YAP block, FBW7 activator, GPR151 ag
O=C(Cc1ccc2c(c1)OCO2)NCC1CCC2(CCN(Cc3cccnc3)CC2)O1 (stereo not given)
→ -0.1, 3.2, -0.1, 0.7
CC1CCN(Cc2nnnn2CCCC(=O)NCCSc2nccn2C)CC1
→ -1.5, -0.8, -0.1, 0.8
N#C/C(=C\c1ccc([N+](=O)[O-])cc1)C(=O)Nc1cc(C(F)(F)F)ccc1N1CCOCC1
→ -1.6, -3.0, 0.0, 0.9
Cc1ccc(C(=O)CC2(O)C(=O)N(Cc3ccccc3C)c3ccccc32)cc1 (stereo not given)
→ 15.3, 7.0, 0.1, 0.1
c1ccc(-n2nnnc2-c2ccccn2)cc1
→ 11.2, 7.0, 0.3, -1.2
COCC(=O)Nc1ccc(OC)cc1OC
→ -10.1, 2.3, -0.1, 0.6
CC1=C(C(=O)N2CCCCC2)C(c2cccc([N+](=O)[O-])c2)C2=C(CCCC2=O)N1 (stereo not given)
→ 4.8, 7.4, 0.0, 0.1
Cc1ccc(NC(=O)Cn2nnc(C(=O)Nc3cccc(Cl)c3C)c2N)c(C)c1
→ 3.5, 0.0, 0.8, -0.6
COc1ccc(C2=C/C(=C/c3ccc(I)o3)C(=O)O2)cc1
→ 15.6, -0.8, 0.1, 0.3
COc1ccc(C(=O)NC(=O)Nc2ncccc2C)cc1
→ 12.3, -34.8, -0.1, 2.6
COc1ccc(Cn2cc(I)c(=O)[nH]c2=O)cc1[N+](=O)[O-]
→ 2.4, -3.4, 0.0, 1.1
COc1cc(NC(=O)c2csc3c2CCCC3)ncn1
→ 7.7, -50.1, 0.2, 0.3
CC(C)(C)NC(=O)C1CCN(S(=O)(=O)c2cccc(C(F)(F)F)c2)CC1
→ 6.3, 2.2, 0.1, 0.2
COC(=O)C1=C(C)N(C(C)c2ccccc2)C(=O)/C1=C\c1ccccc1[N+](=O)[O-] (stereo not given)
→ 16.2, -16.1, 0.0, 0.4
N#CC(C#N)C(/C(Sc1ccc([N+](=O)[O-])cc1)=C(/O)c1ccccc1)c1ccccc1 (stereo not given)
→ 4.2, 0.1, -0.2, -0.1
COc1ccc(CCC(C)N2CCc3nnc(CNC(=O)C4CC4)n3CC2)cc1 (stereo not given)
→ 0.0, -1.8, -0.1, -0.2
CCN(CC)S(=O)(=O)c1ccc(Cl)c(C(=O)Oc2cccc(-c3cnc4ccccc4n3)c2)c1
→ 12.1, -27.5, -0.1, 1.8
Cc1ccc(CN2C(=O)CSc3ccc(C(=O)NCc4ccccc4Cl)cc32)cc1
→ 11.5, -5.8, -0.1, -1.5
CN(C)c1ccc(/C=N/NC(=O)c2nc(Cl)c(Cl)c(N)c2Cl)cc1
→ -6.2, -5.0, -0.1, 0.2
Cc1ccc(Cl)cc1N(CC(=O)Nc1cccc(F)c1)S(C)(=O)=O
→ -1.3, -2.6, 0.1, -0.1
CCOC(=O)CSc1nc2ccc(OC)cc2cc1C
→ 5.7, 0.1, -0.1, 1.9
CCc1cccc(NC(=O)CSc2nc(C(F)(F)F)cc(C)c2C#N)c1
→ 1.1, -1.2, -0.2, 1.3
CCOC(=O)C(C)N1C(=O)S/C(=C/C=C/c2ccc(OC)cc2)C1=O (stereo not given)
→ 8.3, -0.5, -0.2, -1.1
Cc1noc(-c2ccccc2)c1NC(=O)N1CCSCC1
→ 1.5, -10.4, -0.3, 1.0
CCCCCC(=O)NNC(=S)NC(=O)c1ccccc1[N+](=O)[O-]
→ 15.4, 7.3, -0.2, 0.7
CCOC(=O)c1cc(-c2ccccn2)nc2c1c(=O)n(CC)c(=O)n2Cc1ccccc1
→ -8.0, -4.0, -0.2, -1.4
O=C(CC(C(=O)N1CCc2ccccc21)n1ccnc1)NCc1cccnc1 (stereo not given)
→ 0.7, -2.4, -0.3, 0.1
Cc1cccc(S(=O)(=O)NCc2cn3ccccc3n2)c1
→ 17.8, 10.6, 0.4, -0.9
Cc1ccc2nc(/C(C#N)=C/c3ccccc3OC(=O)c3ccccc3)[nH]c2c1
→ 12.3, 51.7*, 0.2, -0.6
CC(=O)OC1CC2C(Cl)C1NC2(C(F)(F)F)C(F)(F)F (stereo not given)
→ -9.8, -3.5, -0.1, 0.4

3 entries from above in another layout:
COc1cc(NC(=O)c2csc3c2CCCC3)ncn1
  MITF inh: 7.7
  TEAD-YAP block: -50.1
  FBW7 activator: 0.2
  GPR151 ag: 0.3
CC1=C(C(=O)N2CCCCC2)C(c2cccc([N+](=O)[O-])c2)C2=C(CCCC2=O)N1 (stereo not given)
  MITF inh: 4.8
  TEAD-YAP block: 7.4
  FBW7 activator: 0.0
  GPR151 ag: 0.1
CC(=O)OC1CC2C(Cl)C1NC2(C(F)(F)F)C(F)(F)F (stereo not given)
  MITF inh: -9.8
  TEAD-YAP block: -3.5
  FBW7 activator: -0.1
  GPR151 ag: 0.4

Further records.
Screens in order – MITF inh, TEAD-YAP block, FBW7 activator, GPR151 ag
FC(F)(F)c1cccc(CNc2nc(Nc3ccncn3)nc3nc[nH]c23)c1
→ 2.3, -6.3, -0.1, 1.9
COC(=O)c1c(NC(=O)c2ccc(C#N)cc2)sc2c1CCC2
→ -1.0, 0.0, 0.1, 1.9
OCCN1CCN(Cn2nc(-c3ccc(F)cc3)n(-c3ccccc3)c2=S)CC1
→ 2.0, -20.1, -0.4, 3.0
O=C(CC1OC(=O)c2ccccc21)OCC(=O)c1ccc(F)cc1 (stereo not given)
→ 18.3, 17.1, 0.6, -0.6
COc1ccc(-c2csc(NC(=O)c3ccccc3OC)c2C(=O)O)cc1
→ 1.3, 2.9, 0.0, 0.8
CCn1c(C(=O)O)c(CC(=O)N(C)c2ccccc2F)c2ccccc21
→ 4.9, 2.5, 0.0, -1.4
COc1ccc(-c2nc3cnccn3c2NC2CCCC2)cc1
→ -8.9, -16.6, -0.1, -0.2
Cc1ccc(-c2nnn(CC(=O)NC3CCCCC3)n2)c(-n2cnnn2)c1
→ 15.4, 1.3, 1.3, 2.9
Cc1cc2c(cc1S(=O)(=O)CCC(=O)N1CCCCCC1)OCC(=O)N2
→ 3.7, 0.4, -0.1, 2.4
Cc1c2cnn(-c3ccccc3)c(=O)c2c(C)n1CCCC(=O)N1CC(C)CC(C)C1 (stereo not given)
→ 5.2, 18.7, 0.7, -0.8
CCc1csc2ncc(C(=O)NC(C)CO)c(=O)n12 (stereo not given)
→ 1.5, 9.3, -0.3, 0.7
O=C(O)c1cccc(N2CCCCS2(=O)=O)c1
→ 5.7, 3.7, 0.2, -0.2
CCC(=O)Nc1ccc(C(=O)OCC(=O)c2ccc(C)c([N+](=O)[O-])c2)cc1
→ 4.0, 4.6, -0.1, 1.7
CCN1C(=O)CC(C(=O)Nc2ccc(C(=O)OC)cc2)SC1=Nc1ccccc1 (stereo not given)
→ -4.8, -10.8, 0.0, 1.4
N#Cc1cn(CC(=O)c2ccccc2)nc1[N+](=O)[O-]
→ -7.3, 3.5, -0.2, -0.2
COc1ccc(NC(=S)N(CCCN2CCN(C)CC2)Cc2cccs2)cc1
→ 7.0, -4.7, 0.2, 1.7
O=C(CSc1nc2ccccc2c(=O)n1Cc1ccco1)Nc1cccc(C(F)(F)F)c1
→ 7.1, -1.8, 0.1, -0.5
CC(=O)N1CCc2ccc(C(=O)CN3CCC(Cc4ccccc4)CC3)cc21
→ -2.4, 0.0, 0.2, 0.6
CC(=O)OC(Cn1cccn1)c1ccccc1 (stereo not given)
→ 4.5, 15.4, 0.0, 0.8
CC(=O)Oc1ccc2c(=O)c(Oc3ccccc3)coc2c1OC(C)=O
→ 31.0, 7.2, -0.2, 1.2
CCN1CCN(C(=O)c2cc3c(-c4ccc(Cl)cc4)nn(C)c3s2)CC1
→ -3.4, 1.8, -0.3, -0.4
CCCn1c(-c2ccccc2)n[nH]c1=S
→ 14.8, 9.2, -0.1, -1.6
N#Cc1cc2c(=O)n3ccccc3nc2n(-c2ccc(F)cc2)c1=O
→ -21.5, -6.6, 0.3, 0.8
O=C(NCCC1CCCCC1)C(=O)Nc1ccccc1
→ -5.2, -48.4, 0.0, -0.5
CCOC(=O)C1=C(c2ccccc2)N(C)C(=O)NC1c1cccc(Cl)c1Cl (stereo not given)
→ 1.2, -23.7, 0.1, 0.7
COC(=O)CCCNC(=O)COc1ccccc1OCC(=O)NCCCC(=O)OC
→ 7.9, 0.7, 0.2, -0.6
COc1cc(CNC2CCN(Cc3ccccc3)CC2)cc(OC)c1
→ 6.4, 9.5, 0.0, -0.4
Cc1cccc(Oc2nc3ccccn3c(=O)c2/C=C(\C#N)C(=O)N2CCOCC2)c1C
→ 17.7, 42.0*, 0.6, -1.4
CSc1cccc(NC(=O)C2C3C=CC4(O3)C2C(=O)N(CCCOC(C)C)C4C(=O)NC2CCCCC2)c1 (stereo not given)
→ 15.8, -3.2, 0.5, 1.1
CC(=O)NCCNc1nc2cc(C)cc(C)c2cc1C#N
→ -8.2, -9.5, -0.1, 0.0
C=CCNC(=O)CSc1nc(C)c(CC)c(=O)[nH]1
→ -10.6, 3.2, -0.1, 2.4
O=C1c2cccc3cccc(c23)C(=O)N1CCCC(=O)n1nnc2ccccc21
→ -2.8, -6.4, 0.1, -0.5
O=C(NCC(=O)N1CCN(c2ccccc2)CC1)c1ccc(F)cc1
→ -0.7, -7.0, 0.0, -0.5
Cn1c(CCc2ccccc2)nc2ccccc21
→ 6.7, -32.7, 0.0, -5.3
O=S1(=O)N=C2CCCN2C(c2ccc(F)cc2)N1 (stereo not given)
→ 12.0, 0.7, 0.4, -2.0
CCN(CC)c1ccc2cc(C(N)=O)c(=Nc3ccccc3)oc2c1
→ 9.0, -25.6, 0.6, 1.3
CN(Cc1ccccc1)C(=S)NC(=O)c1cccs1
→ 12.8, 18.0, -0.3, -2.3
COc1ccc(C2CC(c3ccc(Cl)cc3)n3ncnc3N2)cc1 (stereo not given)
→ 1.2, 6.9, -0.2, 3.1
CCOc1ccc(NC(=O)CCN2CCN(c3ccccn3)CC2)cc1
→ 12.4, 4.1, 0.0, -0.1
CC(NC(=O)COc1ccc(/C=N/NC(=O)CO)cc1)c1ccccc1 (stereo not given)
→ -0.4, -0.1, 0.0, -0.2
Cc1cccc(/C=C(\C#N)C(=O)NC(C)c2ccccc2)c1 (stereo not given)
→ 4.8, 13.7, 0.2, 0.5
O=C(Cc1ccccc1F)Nc1nc2ccccc2[nH]1
→ -7.3, -21.0, 0.1, 0.0
COc1ccccc1N(CC(=O)Nc1ccc(Cl)cc1)S(=O)(=O)c1ccc(C)cc1
→ 13.9, -1.2, 0.1, -0.7
Cc1ccc(N)cc1NC(=O)c1ccncc1
→ -2.1, -8.3, 0.1, 2.4
COc1ccc(N2CC(C)Cn3c2nc2c3c(=O)[nH]c(=O)n2C)c(OC)c1 (stereo not given)
→ -5.8, -0.4, 0.1, -0.5
COc1ccc(S(=O)(=O)N2CCCc3ccccc32)cc1Cl
→ 3.1, 36.9*, 0.2, 0.8
Cc1ccc(C(=O)OC2OC(=O)C(Cl)=C2Nc2ccccc2C)cc1 (stereo not given)
→ -6.5, 0.3, 0.2, 2.4
CC(C)c1ccccc1-n1c(SCC#N)nnc1-c1cccnc1
→ -16.0, 5.4, 0.1, 1.1
Cc1cccc(C(=O)NC(C)c2n[nH]c(=S)n2C)c1 (stereo not given)
→ 2.4, 5.4, 0.0, 0.6
Cc1ccc(O)c(NC(=O)[C@H]2C[C@@H](c3ccco3)NS(=O)(=O)N2C)c1
→ -10.1, -1.1, -0.2, 0.8
Nc1nc(CS(=O)(=O)c2ccc(Br)cc2)cs1
→ 16.6, -13.1, 0.7, 1.4
CC(C)CNC(=O)C(=O)NCc1ccco1
→ 9.9, -10.4, 0.1, -2.1
CCOc1ccc2cc(C#N)c(SCC(=O)Nc3ccc4c(c3)OCO4)nc2c1
→ 2.7, 0.2, 0.1, 3.7
CCOC(=O)C1=C(C)N=c2s/c(=C\c3cc(Br)ccc3O)c(=O)n2C1c1ccc2c(c1)OCO2 (stereo not given)
→ 4.8, -1.7, -0.1, -1.3
COC(=O)c1nnn(-c2nonc2N)c1C(=O)OC
→ 1.6, 0.2, -0.6, 6.0*
CC(C)=CCc1c(O)cc(O)c2c1O[C@H](c1ccccc1)CC2=O
→ 8.7, 10.9, 0.1, 2.3
CC(=O)c1cccc(-c2nc(NCCCN3CCCC3=O)c3ncn(C4CCCCC4)c3n2)c1
→ 0.6, 30.1, 0.6, -0.8
COC(=O)CSc1nc2c(c(=O)n(C)c(=O)n2C)n1C
→ 1.9, -1.7, -0.2, 0.4
CCC(NS(=O)(=O)Cc1ccccc1)C(=O)O (stereo not given)
→ -11.8, -6.2, 0.3, 0.4
CCCCOc1cccc(NC(=O)CSc2nc(C(F)(F)F)cc(C)c2C#N)c1
→ -0.5, 14.1, 0.0, 0.2

(more compounds)
Screens in order – MITF inh, TEAD-YAP block, FBW7 activator, GPR151 ag
CCOc1cccc2cc(-c3csc(Nc4cccc(C)c4C)n3)c(=O)oc12
→ 7.8, 10.3, 0.7, 1.3
COc1ccc(CCc2nnc(CCC(=O)NCc3cc(F)ccc3C)o2)cc1
→ 3.1, -6.6, 0.1, -0.6
Cc1ccc(-c2cc(-c3ccc(C)o3)nc(N)c2C#N)cc1
→ -12.3, -0.1, -0.1, 1.1
NCC(=O)Nc1c2c(nc3c1CCC3)CCC2
→ 62.0*, 1.5, -0.3, 0.1
CCOC(=O)C1=C(Nc2ccc(F)cc2)CCCC1
→ 24.1, 2.4, 0.0, 0.6

Another view of part of the listing above:
CCOc1cccc2cc(-c3csc(Nc4cccc(C)c4C)n3)c(=O)oc12
  MITF inh: 7.8	TEAD-YAP block: 10.3	FBW7 activator: 0.7	GPR151 ag: 1.3
COc1ccc(CCc2nnc(CCC(=O)NCc3cc(F)ccc3C)o2)cc1
  MITF inh: 3.1	TEAD-YAP block: -6.6	FBW7 activator: 0.1	GPR151 ag: -0.6
Cc1ccc(-c2cc(-c3ccc(C)o3)nc(N)c2C#N)cc1
  MITF inh: -12.3	TEAD-YAP block: -0.1	FBW7 activator: -0.1	GPR151 ag: 1.1

Screening results: PubChem, The Scripps Research Institute Molecular Screening Center
